Bioassay records from PubChem BioAssay.
EPAC2 antag: antagonists of human EPAC2. EPAC2 GEF exchange of Rap1B-BODIPY-GDP, fluorescence. AID 720708. Potency, µM (highest dose often 114 µM), inactives show at the top dose activity, negative = inhibition, hits mostly inhibitors. 360,000 tested, 0.18% active; also: % is scaled to controls: 0 for no effect and ±100 for the full control effect; nearly all actives have a fitted effect of over 45% in size; many of its hits are not listed in these tables
Target sequence (Q8WZA2 whole entry, looked up): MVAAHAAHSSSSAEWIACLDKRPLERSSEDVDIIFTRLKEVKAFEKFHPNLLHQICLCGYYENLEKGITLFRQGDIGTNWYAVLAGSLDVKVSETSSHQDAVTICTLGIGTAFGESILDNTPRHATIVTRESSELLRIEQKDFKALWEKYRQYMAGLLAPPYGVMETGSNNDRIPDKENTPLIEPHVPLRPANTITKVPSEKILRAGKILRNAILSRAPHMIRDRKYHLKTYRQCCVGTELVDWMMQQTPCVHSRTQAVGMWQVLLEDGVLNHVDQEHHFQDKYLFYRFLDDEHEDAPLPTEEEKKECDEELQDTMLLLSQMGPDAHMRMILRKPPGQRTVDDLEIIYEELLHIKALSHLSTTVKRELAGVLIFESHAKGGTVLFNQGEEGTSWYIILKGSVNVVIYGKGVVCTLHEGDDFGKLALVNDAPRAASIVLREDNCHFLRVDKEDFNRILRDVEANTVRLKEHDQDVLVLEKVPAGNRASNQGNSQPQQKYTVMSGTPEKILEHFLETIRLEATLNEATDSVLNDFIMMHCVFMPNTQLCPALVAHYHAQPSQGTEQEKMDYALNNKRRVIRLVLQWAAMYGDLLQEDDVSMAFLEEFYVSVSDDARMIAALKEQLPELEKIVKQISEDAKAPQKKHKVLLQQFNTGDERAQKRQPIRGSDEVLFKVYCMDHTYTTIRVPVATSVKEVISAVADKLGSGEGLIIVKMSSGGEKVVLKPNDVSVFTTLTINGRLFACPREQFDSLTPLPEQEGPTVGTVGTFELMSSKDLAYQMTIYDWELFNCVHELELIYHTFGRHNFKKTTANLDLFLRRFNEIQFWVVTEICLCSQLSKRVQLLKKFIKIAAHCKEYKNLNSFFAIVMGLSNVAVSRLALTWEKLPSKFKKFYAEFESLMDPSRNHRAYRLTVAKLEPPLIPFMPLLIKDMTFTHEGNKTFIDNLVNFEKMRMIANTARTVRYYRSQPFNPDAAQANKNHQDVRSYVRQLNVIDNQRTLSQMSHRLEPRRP
TGFb inhibitor: inhibitors of TGF-b signaling | HepG2 CAGA-GFP TGF-b/SMAD3 reporter, GFP fluorescence, 18 h; TGF-beta stimulated, 500 pg/mL final | Potency, µM (doses to about 46.1 µM), for inactives: top-dose activity, negative = inhibition, most hits filed as inhibitors | 410,000 tested, 1.2% active | AID 588855; also: % is scaled to controls: 0 for no effect and ±100 for the full control effect; nearly all actives have a fitted effect of over 65% in size
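Using HEPG2 CAGA-GFP reporter cells at 1000 cells/well, we pinned test compounds, stimulated with recombinant TGF-beta (500 pg/mL final) and measured total well GFP after 18 h.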
ATXN2 expr inh: ATXN2 expression inhibition | Potency, µM (doses to about 57 µM), for the others: at the top dose activity change, negative = inhibition, hits mostly inhibitors | HEK-293 ATXN2-luciferase reporter, luminescence, 24 h | 360,000 tested, 0.72% active; also: % is scaled to controls: 0 for no effect and ±100 for the full control effect; nearly all actives have a fitted effect of over 55% in size
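qHTS (up to 57 uM final) was run with 24 h compound exposure of reporter cells at 37 °C. Each well was multiplexed: SteadyGlo luminescence measured ATXN2-luciferase expression after a fluorogenic Gly-Phe-AFC viability readout (25 uM final).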
A549 viability: A549 cytotoxicity, counter-screen for Nrf2 inhibitors; A549 ARE-Fluc cells, CellTiter-Fluor viability, 18-24 h; Potency, µM (titrated, usually from 46 µM), inactives show top-dose activity change, negative = cytotoxicity, actives largely listed as inhibitors; 390,000 tested, 0.16% active; also: % is scaled to controls: 0 for no effect and ±100 for the full control effect
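A549 ARE_Fluc cells in 5% FBS OPTI-MEM were exposed to compounds in concentration-response for 18-24 h at 37 deg C. Viability was read by CellTiter-Fluor fluorescence (Ex 405/Em 525) after 30 min, before the luciferase read.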
ATXN viability: cell viability loss in ATXN counter-screen | Potency, µM (top dose mostly 56.7 µM), usual class: cytotoxic | S2 cells (HEK-293 line with an ATXN2-luciferase reporter) viability, CellTiter-Fluor protease fluorescence, 24 h | 400,000 tested, 0.49% active; also: nearly all actives have a fitted effect of over 40% in size
MCF10A rerep: induces DNA re-replication in MCF 10a normal breast cells; Potency, µM (doses to about 46.1 µM), for the others: at the highest dose activity, positive = re-replication, hits mostly activators; 350,000 tested, 2.9% active; MCF 10A DNA re-replication, Hoechst nuclear intensity, 48 h; also: % of control where 0% means no effect; nearly all actives have a fitted effect of over 50% in size
Nrf2 activator: activates Nrf2 signaling; AREc32 ARE-luciferase reporter (MCF7-derived line), luminescence, 24 h; Potency, µM (doses to about 46.1 µM), inactives show at the top dose activation, hits mostly activators; 410,000 tested, 0.31% active; also: % of control where 0% means no effect; nearly all actives have a fitted effect of over 65% in size
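Luciferase luminescence (Steady-Glo, 30 min at room temperature) served as the read-out of ARE activation in AREc32 cells treated with compounds for 24 hr at 37 deg C.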
Nrf2 inh: Nrf2 pathway inhibition. AID 504444. 360,000 tested, 2.1% active. Potency, µM (titrated, usually from 46 µM), without a hit: top-dose activity change, negative = inhibition, actives largely listed as inhibitors. A549 ARE-Fluc reporter, luciferase luminescence, 18-24 h; also: % is scaled to controls: 0 for no effect and ±100 for the full control effect; nearly all actives have a fitted effect of over 60% in size
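Cells were seeded and rested 2 h, then exposed to compounds for 18-24 h. CellTiter-Fluor was read first as a viability measure. BugLite was added 15 min before the final luminescent read of ARE-luciferase activity in A549 cells.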
HepG2 viability: HepG2 cytotoxicity, counter-screen for TGF-b inhibitors; HepG2 CAGA-GFP viability, ATP luminescence, 18 h; Potency, µM (highest dose often 46.1 µM), for the others: at the top dose activity change, negative = cytotoxicity, usual class: cytotoxic; 410,000 tested, 0.76% active; AID 588856; also: some results filed as inactive show a strong effect at the top dose
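HepG2 CAGA-GFP cells (1000/well, DMEM with 1% FBS) received compound, then TGF-beta at 500 pg/mL final, and were incubated 18 hours at 37 degrees C. Viability was read by CellTiter-Glo luminescence. Media-only wells were set as complete cell-killing and DMSO as no toxicity.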
* = called active by the depositor; i = inactive; u = inconclusive; x = no result given; [ ] = remark or other dose. Calls follow the shape of the dose curve; as a rule, active = well fitted curve in the direction sought with a large enough effect; inconclusive = small, poorly fitted or top-dose-only effect, or another doubt; inactive = no such curve, though single readings can be large; an effect the other way counts as inactive or inconclusive. Potency is read from the fitted curve at half-maximal effect. Not all compounds are listed; rates above refer to the full screens.

Every second line gives: EPAC2 antag	TGFb inhibitor	ATXN2 expr inh	A549 viability	ATXN viability	MCF10A rerep	Nrf2 activator	Nrf2 inh	HepG2 viability
CC(NC(=O)c1cnc2n(c1=O)CCS2)c1ccccc1 (configuration not stated)
    -2%	0%	-13%	-5%	i	-3%	0.2%	-9%	-1%
Cc1cc(N2CCCCC2)ccc1[N+](=O)[O-]
    -1%	-11%	-1%	-2%	i	u	-0.5%	9%	-25%
CCC(C)Sc1ccc([C@H]2N[C@@](Cc3ccccc3)(C(=O)OC)[C@H]3C(=O)N(CC)C(=O)[C@@H]23)cc1OC (some centres not stated)
    -5%	13%	1%	-2%	i	-2%	0.6%	7%	-5%
O=C(CSc1ccsc1[N+](=O)[O-])Nc1cccc(F)c1
    3%	-27%	11%	-9%	i	-1%	u	-8%	-17%
C[C@H]1COC(=O)[C@@H](CC(=O)OC(C)(C)C)C/C=C\C[C@@H](CC(=O)N[C@H](CO)Cc2ccccc2)C(=O)N1
    -5%	7%	-1%	-1%	i	u	-1.1%	-1%	-15%
COc1ccc(CCNC(=O)CSc2nnc3ccccn23)cc1
    16%	0.45µM*	7%	5%	i	-6%	-0.1%	3%	3%
Cc1ccc(C(=O)COC(=O)CNC(=O)c2ccc(N3C(=O)c4ccccc4C3=O)cc2)cc1C
    -26%	0%	-15%[11.3 µM]	0%	i	5%	-0.8%	-13%	5%
Cc1sc(NC(=O)c2sc3nc4c(C)cccc4cc3c2N)c(C#N)c1C
    2%	-28%	-23%	2%	i	u	0.0%	-14%	-41%
O=C(NCCN1CCOCC1)Nc1cccc(Cl)c1
    16%	-25%	3%	0%	i	1%	-0.4%	u	7%
CS(=O)(=O)c1ccc(Cl)c(NC(=O)CN2CCCC2c2ccc3c(c2)OCCCO3)c1 (configuration not stated)
    -14%	2%	x	-3%	u	6%	0.3%	u	-4%
Cc1nonc1NC(=O)c1oc2ccccc2c1C
    6%	-13%	10%	5%	i	-4%	0.9%	u	0%
CC1Cc2ccccc2N1CC(=O)Nc1cc(S(=O)(=O)N2CCOCC2)ccc1Cl (configuration not stated)
    -1%	-2%	x	x	i	x	-0.9%	x	-27%
NS(=O)(=O)c1ccc(CCNC(=O)C2CCN(S(=O)(=O)c3cnc[nH]3)CC2)cc1
    -12%	8%	-3%	3%	i	21µM*	-0.5%	-23%	-4%
COc1ccc(/C=N/NC(=O)C[n+]2ccccc2)c(OC)c1OC
    6%	6%	-2%	3%	i	2%	-0.6%	-3%	-1%
CN1CCN(CCc2nc3cc(NC(=O)COc4ccc([N+](=O)[O-])cc4)ccc3n2C)CC1
    11%	9%	-20%	-1%	i	0%	-0.2%	-3%	-38%
COc1ccc(-c2ccc(SCC(=O)NCc3ccco3)nn2)cc1OC
    7%	u	30%	-3%	u	12%	u	-10%	-29%
Cc1nc2cc(NC(=O)c3ccc(S(=O)(=O)N(C)c4ccccc4)cc3)ccc2o1
    -10%	u	u	-19%	u	15%	3.2%	8.2µM*	0%
CC(=O)Nc1cc(C(=O)N2CCc3ccccc3C2)ccc1Sc1ccc(C)cc1
    -20%	-7%	4%	u	i	21µM*	1.4%[9.22 µM]	u	-31%
CCN(C(=O)CSc1nnc(C)n2c1cc1occc12)c1ccccc1
    x	-24%	x	7%	x	x	30%	u	-21%
O=C1C(c2ccccc2)C(c2ccccc2)NC(c2ccccc2)C1c1ccccc1 (configuration not stated)
    4%	-15%	-7%	-9%	u	u	0.0%	-6%	-31%

With a hit mark in TGFb inhibitor, among the entries above:
Molecule | EPAC2 antag | TGFb inhibitor | Nrf2 activator
COc1ccc(CCNC(=O)CSc2nnc3ccccn23)cc1 | 16% | 0.45µM* | -0.1%

3 entries already listed, sorted by their value in EPAC2 antag, lowest first.
| mol | EPAC2 antag | TGFb inhibitor | Nrf2 activator |
| --- | --- | --- | --- |
| CC(NC(=O)c1cnc2n(c1=O)CCS2)c1ccccc1 (configuration not stated) | -2% | 0% | 0.2% |
| O=C1C(c2ccccc2)C(c2ccccc2)NC(c2ccccc2)C1c1ccccc1 (configuration not stated) | 4% | -15% | 0.0% |
| COc1ccc(-c2ccc(SCC(=O)NCc3ccco3)nn2)cc1OC | 7% | u | u |

(next part)
Every second line gives: EPAC2 antag	TGFb inhibitor	ATXN2 expr inh	A549 viability	ATXN viability	MCF10A rerep	Nrf2 activator	Nrf2 inh	HepG2 viability
COc1ccc(C(=O)Nc2ccccc2-c2nnn(CC(=O)NCc3ccco3)n2)cc1
    2%	-18%	-20%	-12%	u	-1%	2.8%	-9%	-17%
CCOC(=O)C/C(C)=N/NC(=O)CN(c1ccc(Br)cc1)S(=O)(=O)c1ccccc1
    -1%	u	-7%	-5%	i	9%	0.3%	1%	5%
CCNC(=O)NC(=O)C(C)OC(=O)C1CCN(S(=O)(=O)c2ccc(C)c(C)c2)CC1 (configuration not stated)
    17%	-23%	2%	1%	i	7%	2.6%	8%	6%
CC1(C(=O)NCc2ccccc2Br)CCN1C(=O)CCc1ccc(Cl)cc1Cl (configuration not stated)
    -15%	u	u	x	u	x	0.1%	x	-16%
C=CCOc1ccc(/C=C/C(=O)OCC(=O)Nc2c(C)n(C)n(-c3ccccc3)c2=O)cc1
    -7%	9%	11%	-3%	i	23%	-0.5%	-4%	-4%
Cc1cccc(COc2ccc(S(=O)(=O)N3CCOCC3)cc2[N+](=O)[O-])c1
    -2%	0%	-5%	0%	i	1%	0.3%	-17%	-22%
S=C(N/N=C/c1cccs1)NC1CC2CCC1C2 (configuration not stated)
    -23%	-25%	-15%	1%	u	u	15%	11%	-15%
O=C(c1cccc(C(=O)N2CCc3ccccc32)n1)N1CCc2ccccc21
    3%[57.1 µM]	1%	1%	-4%	i	-14%	0.2%	-18%	-2%
Cc1ccc(S(=O)(=O)N2CCCC2C(=O)Nc2nccs2)cc1 (configuration not stated)
    1%	-9%	-1%	0%	i	4%	0.2%	-16%	-16%
O=C(CCCn1c(SCc2cccc([N+](=O)[O-])c2)nc2ccccc2c1=O)NCC1CCCO1 (configuration not stated)
    -1%	-3%	-20%	-4%	u	5%	4.8%	-14%	-6%
Cc1ccc(C)c(CSc2nnc(C)n3c2cc2sccc23)c1
    x	u	x	-1%	x	x	1.2%	26µM*	-39%
CCN(CC(=O)NCc1ccc(Cl)cc1)C(=O)/C=C/c1ccccc1
    2%	-21%	-9%	-3%	i	0%	-0.3%	-10%	-13%
O=C(CSCC(=O)Nc1ccccc1)N/N=C/c1c(O)ccc2ccccc12
    0%	9%	3.2µM*	-6%	i	u	-0.5%	x	-25%
O=C(COC(=O)COc1ccc(Br)cc1)NCc1ccc2c(c1)OCO2
    9%	-3%	2%	-1%	i	-21%	0.7%	24%	5%
CCOC(=O)c1c(=O)n(O)c2ccc(C)cc2[n+]1[O-]
    -5%	-9%	4%	-13%	i	18%	-0.4%	11%	-39%
COc1ccccc1NC(=O)Nc1nc(C(N)C2CCCCC2)cs1 (configuration not stated)
    1%	u	u	x	u	x	0.4%	x	11µM*
O=C(CCCc1c[nH]c2ccccc12)N1CCN(c2ccc(N3CCOCC3)nn2)CC1
    -3%	-5%	-12%	-1%	i	-7%	-0.2%	-6%	-7%
Cc1csc(NC(=O)CCC(=O)N(CC(=O)NC2CCCC2)Cc2ccco2)n1
    -3%	0%	-4%	-17%	i	-21%	0.2%	-22%	0%
CCOc1ccc(S(=O)(=O)NC(=O)c2ccccc2)cc1
    4%	-1%	-3%	13%	i	-22%	-0.2%	2%	-15%
O=C(O)COc1ccc2nsnc2c1Cl
    -7%	-4%	46%[activator]	-6%	i	-1%	0.7%	-4%	-14%

Every second line gives: EPAC2 antag	TGFb inhibitor	ATXN2 expr inh	A549 viability	ATXN viability	MCF10A rerep	Nrf2 activator	Nrf2 inh	HepG2 viability
Clc1ccc(C2=NN=C3COc4ccccc4N3C2)cc1
    2%	10%	x	u	u	11%	8.8%	u	-8%
COc1cccc(CNC(=O)CCCC(=O)NC(C)CCc2ccccc2)c1 (configuration not stated)
    -11%	3%	x	1%	i	0%	0.1%	3%	2%
CCOC(=O)C1=C(C)NC2=C(C(=O)c3ccccc32)C1c1cccc2ccccc12 (configuration not stated)
    -2%	u	-7%	-12%	u	15%	7.3%	-11%	-12%
O=C(O)CCCNC(=O)c1cncc(Br)c1
    21%	-4%	-1%	1%	i	8%	-0.5%	x	11%
CC(=O)N1CCc2cc(Br)cc(S(=O)(=O)N3CCN(c4cccc(C(F)(F)F)c4)CC3)c21
    x	1%	-13%	6%	i	x	-0.9%	-11%[9.27 µM]	-3%
O=C(CCNC(=O)N1CC(=O)Nc2ccccc21)Nc1ccc(F)c(Cl)c1
    16%	2%	x	0%	i	-6%	-0.3%	0%	-2%
COc1ccccc1N1CCN(C(=O)C(NS(=O)(=O)c2cccs2)c2ccccc2)CC1 (configuration not stated)
    -2%	3%	4%	-1%	i	-4%	0.0%	-15%	-21%
Cc1noc(NS(=O)(=O)c2ccc(NC(=O)CCN3C(=O)c4ccccc4C3=O)cc2)c1C
    1%	0%	-9%	5%	u	-1%	-0.7%	4%	12%
O=C(CS(=O)(=O)c1ccc(F)cc1)Nc1nccs1
    14%	-12%	3%	-5%	i	5%	-0.5%	-6%	2%
O=C(CCc1nc2ccccc2c(=O)[nH]1)OCCOc1ccc(Cl)cc1
    3%	-2%	4%	-10%	i	10%	-0.2%	u	2%
COc1ccc(NC(=O)NC2CCCCC2C)cc1 (configuration not stated)
    -4%[57.1 µM]	-3%	x	2%	i	0%	0.8%	10%	-1%
Cc1oc2ncn(C)c(=O)c2c1C(=O)NCc1ccccc1
    x	1%	-1%	3%	i	x	3.5%	-13%	-25%
S=c1[nH]nc(COc2ccccc2)n1/N=C/c1cccs1
    1%	-1%	-7%	2%	i	-9%	11%	9%	9%
C=CCN(c1ccc(C(=O)Nc2ccc3c(c2)n(C)c(=O)n3C)cc1)S(C)(=O)=O
    8%	-1%	11%	7%	i	u	21%	2%	-21%
CC1=C(C(=O)OCc2ccc(C)cc2)C(c2c(Cl)cccc2Cl)CC(=O)N1 (configuration not stated)
    x	u	17%	2%	i	x	0.3%	-5%	-30%
